Compound activity: PubChem, several laboratories
Neddylation inh: inhibitors of human cullin neddylation; AID 651699; calls only at 25 µM; 360,000 tested, 0.58% active; TR-FRET cullin neddylation, biochemical; in the data active = inhibition above about 36%
DNMT1 block: inhibitors of human DNMT1; DNMT1 molecular beacon, Hinp1I cleavage, fluorescence; inhibition (reported as % activation of signal), % at 10 µM; 360,000 tested, 0.83% active; in the data active = inhibition above about 50%
SKN-1 block: C. elegans SKN-1 inhibition; C. elegans VP596 Pgst-4::GFP/RFP ratio, acrylamide-induced, 24 h; inhibition, % at 21.8 µM; 360,000 tested, 0.49% active;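 active = interference check ratio from 0.5 to 1.5 plus GFP to RFP signal ratio inhibition reaching or exceeding a fixed threshold, cut at about 30% in these data, passing the limit was not always enough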; also: some compounds called inactive have numbers as strong as hits
NadD inh: inhibitors of Staphylococcus aureus NadD; purified NadD enzyme, colorimetric absorbance read-out; inhibition, % at 20 µM; 360,000 tested, 0.78% active; in the data active = inhibition above about 26%; also: some compounds past the cut are filed as inactive
STEP block: blocks human striatal-enriched tyrosine phosphatase. P54829. recombinant STEP, OMFP fluorogenic substrate, fluorescence. inhibition, % at 20 µM. 360,000 tested, 0.25% active. AID 588621;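 active = inhibition at 20 µM, scaled per plate between control wells, above about 37%, limit read from the data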;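 also: 0% = DMSO with enzyme and substrate and 100% = substrate only without enzyme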
Target sequence (P54829 whole entry, looked up): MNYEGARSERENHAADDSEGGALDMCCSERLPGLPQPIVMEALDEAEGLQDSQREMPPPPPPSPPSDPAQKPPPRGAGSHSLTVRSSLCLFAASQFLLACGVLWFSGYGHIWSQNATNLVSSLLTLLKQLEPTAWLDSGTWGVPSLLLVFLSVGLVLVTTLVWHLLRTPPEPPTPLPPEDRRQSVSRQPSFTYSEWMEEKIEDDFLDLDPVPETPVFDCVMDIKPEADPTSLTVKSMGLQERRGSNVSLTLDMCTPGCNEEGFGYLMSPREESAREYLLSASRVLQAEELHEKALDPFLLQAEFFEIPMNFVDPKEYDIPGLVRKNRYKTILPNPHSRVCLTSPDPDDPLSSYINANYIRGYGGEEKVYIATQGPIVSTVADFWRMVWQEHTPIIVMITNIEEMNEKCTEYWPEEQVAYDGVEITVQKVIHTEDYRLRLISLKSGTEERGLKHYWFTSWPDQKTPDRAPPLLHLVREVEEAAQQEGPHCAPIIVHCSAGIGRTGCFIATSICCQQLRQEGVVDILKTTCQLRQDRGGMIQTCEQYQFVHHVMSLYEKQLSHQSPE
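Material: STEP (striatal-enriched tyrosine phosphatase) enzyme, cell-free; Compound dosing: 20 µM single dose in 1% DMSO; Technique: fluorescence read at 480 nm ex / 540 nm em; Times: reaction 20 min, ambient temperature; Medium: 50 mM Bis-Tris pH 6.0 with 2.5 mM DTT and 0.005% Tween 20; Also added: OMFP at 25 µM.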
Tb MetRS inh: blocks T. brucei methionyl-tRNA synthetase activity. purified T. brucei MetRS, ATP depletion, Kinase-Glo luminescence. inhibition, % at 11.9 µM. 360,000 tested, 0.4% active;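 active = inhibition above a per-plate cutoff of the control wells' mean inhibition plus 3 SD, cut at about 5.5% in these data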;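 also: 0% = DMSO wells median and 100% = median of wells with control inhibitor compound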
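Assay system: T. brucei methionyl-tRNA synthetase, purified | Medium: HEPES buffer with MgCl2, KCl, DTT, spermine, BSA, pyrophosphatase | Compound: 11.9 µM single point | Incubation: 15 min enzyme-compound preincubation, 2 h reaction, 10 min detection, 25 °C | Measured by: Kinase-Glo luciferase luminescence reporting remaining unconsumed ATP | Measure: % inhibition normalized to control-well medians | Replication: Singlicate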
CendR NRP1 mod: NRP-1/CendR interaction modulation; 360,000 tested, 0.85% active; FAM-RPARPAR peptide binding to NRP-1, fluorescence polarization; inhibition, % at 25 µM; O14786;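 active = inhibition or corrected inhibition above about 18%, plus a signal ratio from 0.5 to 1.5, limit read from the data, passing the limit was not always enough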; also: strong numbers were not always called active
Scp1 inh: inhibitors of human Scp-1 phosphatase; Q9GZU7; Recombinant Scp1, phosphopeptide, malachite green phosphate absorbance; inhibition, % at 20 µM; 340,000 tested, 0.88% active; AID 493091;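 active = inhibition above about 50% at 20 µM, limit read from the data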;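 also: plate controls were DMSO wells with enzyme for no effect and wells lacking enzyme for full effect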
Target sequence (Q9GZU7 76-261 limits assumed): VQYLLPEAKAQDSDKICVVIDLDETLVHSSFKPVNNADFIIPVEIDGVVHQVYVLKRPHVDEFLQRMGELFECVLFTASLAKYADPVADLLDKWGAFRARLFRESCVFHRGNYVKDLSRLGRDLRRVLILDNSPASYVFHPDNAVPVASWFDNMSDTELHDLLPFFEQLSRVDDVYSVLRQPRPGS
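System: truncated SCP-1 phosphatase (76-261aa); medium: Tris acetate buffer pH 5.5 with MgCl2 and Tween-20; incubation: 45 min room-temperature reaction, 5 min colour, 30 min stabiliser; compound: single 20 µM dose, 1% DMSO; reagent: Phosphorylated 17-residue peptide substrate; read-out: % inhibition at 20 µM; technique: colorimetric free-phosphate detection, absorbance 630 nm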
SUMO1 PPI mod: SUMO1-SIM interaction modulation; P63165; 360,000 tested, 0.33% active; inhibition, % at 20 µM; SUMO1 binding to a labelled peptide, TR-FRET, 1 h; in the data active = inhibition above about 37%
LMPTP block: LMPTP (human) inhibition | 360,000 tested, 0.22% active | inhibition, % at 20 µM | AID 651560 | recombinant LMPTP-A, OMFP fluorogenic substrate, fluorescence intensity | P24666;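 active = compounds that cut the enzyme signal by at least half of the control window in the single-dose screen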;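 also: plate controls were DMSO wells with enzyme plus substrate for no effect and substrate without enzyme for full effect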
Target sequence (P24666 whole entry, looked up): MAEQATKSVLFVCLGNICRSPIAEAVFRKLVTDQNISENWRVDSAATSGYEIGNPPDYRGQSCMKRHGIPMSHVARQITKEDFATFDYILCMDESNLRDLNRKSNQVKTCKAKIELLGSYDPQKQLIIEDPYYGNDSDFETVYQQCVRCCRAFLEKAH
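Assay system: LMPTP-A, protein tyrosine phosphatase of low molecular weight / Medium: pH 6.0 Bis-Tris buffer with DTT and Triton X-100 / Schedule: 50 min enzyme reaction at room temperature, protected from light / Measured by: endpoint fluorescence intensity from OMFP dephosphorylation / Read-out basis: % inhibition relative to no-enzyme and uninhibited control wells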
* marks the source's active call; other numbers are inactive results; i = inactive; x = not tested or not shown.

SMILES	Neddylation inh	DNMT1 block	SKN-1 block	NadD inh	STEP block	Tb MetRS inh	CendR NRP1 mod	Scp1 inh	SUMO1 PPI mod	LMPTP block
CCCc1sc(N/N=C/c2ccccn2)nc1-c1ccc(F)cc1	i	-8	13	-3	0	0.1	-8	-5	-5	1.9
CC(C)(C)OC(=O)NN1CC(=O)N2Cc3[nH]c4ccccc4c3C[C@H]2C1=O	i	-3	4	1	-2	-0.1	3	-13	5	0.3
CCOC(=O)N1CCN(S(=O)(=O)c2ccc(OC)c3ccccc23)CC1	i	-4	-11	-8	2	-0.2	4	0	-5	-1.1
COC(=O)c1ccccc1NC(=O)Nc1cccc(C)n1	i	-2	3	3	3	-0.4	10	-3	1	0.0
Cc1cc(C(=O)CN2C(=O)CN(C)C2=O)c(C)n1-c1cccc(S(=O)(=O)N2CCOCC2)c1	i	7	3	1	0	-0.2	-9	-2	-3	1.5
Cc1ccc(S(=O)(=O)c2c(C)nn(C(C)(C)C)c2OC(=O)c2cccs2)cc1	i	-7	-20	-4	3	-0.9	3	-19	-1	2.1
CC(NC(=O)C1CC12CCC2)c1ccccc1 (stereo not drawn)	i	-1	1	1	2	0.7	4	-1	3	0.2
O=C(NCC1CCCO1)c1cccc(S(=O)(=O)Nc2ccccc2Cl)c1 (stereo not drawn)	i	2	21	-4	-4	-0.3	9	x	2	-1.1
Cc1ccc(C(=O)NC(=S)N2CC(C)OC(C)C2)cc1[N+](=O)[O-] (stereo not drawn)	i	0	4	5	2	0.0	-9	-3	-7	-1.9
COc1ccc2oc(-c3cccc(NC(=O)CSc4ccc(Cl)cc4)c3)nc2c1	x	0	-18	-12	-3	0.4	-7	-5	-3	-0.3
COc1ccc(C(=O)N(C)C2CCCN(Cc3ccccc3F)C2)cc1C (stereo not drawn)	i	3	-1	-7	1	-0.1	-10	-8	5	1.6
NC(=O)CSc1nc2ccccc2c(=O)n1-c1ccccc1	i	1	4	-3	-2	0.1	10	-6	-3	-1.2
COc1cccc(C=NNC(=O)C(C)SC(C)C(=O)NN=Cc2cccc(OC)c2)c1 (stereo not drawn)	i	0	10	3	2	-0.1	14	1	-5	0.3
COC(=O)c1cc(N=Nc2c(C)[nH]c3ccccc23)cc(C(=O)OC)c1	i	14	-7	-1	3	0.2	3	2	-2	-0.2
CCCCOC(=O)CSc1nnc(N)s1	i	-1	7	12	-4	-0.9	3	0	4	-2.1
CCCN(CC(=O)Nc1ccccc1C)C(=O)c1cccc(S(=O)(=O)N2CCN(c3ccccc3)CC2)c1	i	-3	-11	3	0	-0.7	7	-4	3	1.5
O=[N+]([O-])c1ccc(O)c(/C=N/Nc2ccccn2)c1	i	1	-3	2	4	-0.7	-2	-3	-27	0.3
CCOC(=O)Cc1c(C)nc2c(-c3ccc(Cl)cc3)c(C)nn2c1C	i	0	12	-4	-2	-0.3	4	-5	-4	1.7
CC12CCC(=O)N1C(C(=O)Nc1ccc(Cl)c(S(=O)(=O)N3CCCCC3)c1)CS2 (stereo not drawn)	i	-2	6	-3	1	-0.2	6	4	0	1.3
C[C@@H](C(=O)N1CCNCC1)n1cc(CCCN=C(N)N)nn1	i	13	7	0	2	-0.3	3	0	-9	-5.9
CC(C)CCNC(=O)c1cc2c(=O)[nH]c3ccccc3c2s1	i	7	23	-9	-1	2.2	1	-10	4	-1.1
COc1ccc(NS(=O)(=O)c2ccc(NC(=S)NC(=O)c3cccc(F)c3)cc2)nn1	i	-1	1	0	2	0.5	-5	-10	9	-1.3
Cc1nn(-c2ccccc2)c2sc(C(=O)N(CC(=O)NC(C)(C)C)Cc3ccco3)cc12	i	1	13	-4	1	1.0	3	-2	-3	-0.2
O=C(Cc1ccccc1)NNC(=O)C1CC=CCC1 (stereo not drawn)	i	4	16	-2	-2	-0.7	3	4	2	0.1
CNc1snc(C)c1C(=O)OC(C)C(=O)Nc1cccc(OC)c1 (stereo not drawn)	i	2	3	-3	4	-0.4	-6	7	-3	-0.3
CN(C)S(=O)(=O)c1ccc(NC(=O)N2CCOCC2)cc1	i	0	2	0	0	0.0	-18	-2	1	-0.2
CC1=CCC[C@@H]2[C@@](C)(CC/C(C)=C/C(=O)O)[C@H](C)CC[C@@]12C	i	16	2	15	-2	-0.2	-46	-4	32	1.1
COc1cc(C2=NOC(C(=O)NCc3ccco3)C2)cc(OC)c1OC (stereo not drawn)	i	1	-12	-6	-4	-0.6	0	-3	-5	-0.8
O=[N+]([O-])c1ccc2c(c1)[nH]c(=S)n2-c1ccccc1	i	2	-7	6	3	-0.6	3	4	-10	1.8
CCOc1ccc(-c2ccc(SCC(=O)NCC3CCCO3)nn2)cc1 (stereo not drawn)	i	2	-2	-7	-2	-1.0	9	-4	4	-1.0
O=C(OCC#CCSc1nnc(-c2cccc3ccccc23)o1)c1ccc2ccccc2c1	i	7	1	-15	2	-0.4	8	-23	-1	1.9
Cc1ccc(S(=O)(=O)N2CCCCC2)cc1NC(=O)CSc1nnc(N)s1	i	-1	-5	2	0	-0.7	7	2	-1	0.3
S=C(NCc1ccccc1)NCc1ccc(Cl)cc1	i	-1	-5	-5	2	0.9	6	-2	-1	1.0
CC(=O)c1cccc(N2C(=O)CC(N3CCN(S(=O)(=O)c4ccccc4F)CC3)C2=O)c1 (stereo not drawn)	i	-1	-1	-5	-2	-0.2	-17	1	-1	1.9
CC(=O)c1cccc(NS(=O)(=O)c2ccc(N/C=C/C(=O)c3ccc(F)cc3)cc2)c1	i	-15	2	8	-2	1.0	8	-10	-6	2.2
Cc1ccc2nc(N3CCN(C(=O)c4cccs4)CC3)c(C#N)cc2c1	i	-6	-7	-1	-1	-0.4	-15	13	-12	2.6
Cc1oc2cc3oc(=O)c(CCC(=O)NC4CC4)c(C)c3cc2c1C	i	2	-11	2	0	-2.1	1	4	-4	2.0
COc1cc(NC(=O)COc2ccc(-n3cnnn3)cc2)c(OC)cc1Cl	x	7	-4	-4	-2	-0.8	6	38	9	7.3
C=CCOCCN1C(=O)C2C3C=CC(C2C1=O)C1C2C(=O)N(CCOCC=C)C(=O)C2C31 (stereo not drawn)	i	27	-1	7	0	-0.9	-4	61*	-1	2.4
O=C(Nc1ccccc1NC(=O)C1CCCO1)c1ccco1 (stereo not drawn)	i	2	8	-1	1	-0.7	-6	-8	13	-1.7
CN(C)S(=O)(=O)Oc1ccccc1C(=O)Nc1ccc(F)cc1F	i	0	-4	-1	0	-0.4	2	-10	-2	0.7
CCCCNC(=O)C1(C)CCN1C(=O)c1cccnc1Oc1ccccc1 (stereo not drawn)	i	4	7	0	-1	-0.2	0	x	3	-0.4
CC1(C)CC(NC(=O)C2CCN(S(=O)(=O)c3ccc(Cl)c(C(F)(F)F)c3)CC2)CC(C)(C)N1	i	6	-4	-2	0	-0.3	3	-8	3	-0.7
COc1cccc(C(=O)/C=C/Nc2ccc(S(=O)(=O)Nc3ncccn3)cc2)c1	i	-2	5	0	2	-0.4	0	-9	-1	4.5
COc1ccccc1NC(=O)CC(NCc1ccccc1)C(=O)O (stereo not drawn)	i	1	0	-4	0	0.1	10	6	-3	-3.6
Cc1nn(Cc2ccc(Cl)cc2)c(C)c1NC(=O)C(c1ccccc1)c1ccccc1	i	-2	4	7	1	-0.2	-4	3	-2	0.0
N#CCNC(=O)c1nn2c(C(F)(F)F)cc(-c3ccccc3)nc2c1Br	i	-6	21	-5	0	-0.5	-8	-9	-15	0.0
O=C(C/C=N\OCc1ccc([N+](=O)[O-])cc1)Nc1ccccc1	i	2	6	-2	-3	13*	15	-10	-11	0.7
O=C1Cc2cc(S(=O)(=O)Nc3ccc(N4CCOCC4)cc3)ccc2N1	i	17	-22	11	5	-0.5	-5	30	14	0.3
COCCCNC(=O)CN(Cc1ccc(Cl)cc1)S(C)(=O)=O	i	-1	5	2	1	-0.2	2	-5	0	-0.4
CC(=O)Oc1ccc(/C=C2/SC(=S)N(Cc3ccccc3)C2=O)cc1	i	7	-15	-5	-2	1.9	-40	-15	2	-1.0
CCOc1ccc(-n2c(Cc3cc(=O)[nH]c(=O)[nH]3)nnc2SCC(=O)Nc2nnc(C)s2)cc1	i	8	17	-3	-3	-0.7	5	-6	5	-0.4
